# Bioassay records as filed in PubChem BioAssay.
# TAG inh – triacylglycerol accumulation inhibition | H9c2 cells, Nile Red lipid (TAG) fluorescence; cells loaded with 200 µM oleic acid | inhibition, % at 12.5 µM | 230,000 tested, 0.66% active | AID 651582;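 active means pattern-corrected inhibition of lipid staining of at least 50% with the nuclear-stain viability signal not falling by more than 50%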;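 further: 0% = DMSO wells and 100% = triacsin C control wells; some results filed as inactive read as strong as hits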
# TAG inh DAPI viability – also measured in TAG inh; calls as there; DAPI nuclei signal change (viability), lower = more cytotoxic, %;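 whole-well DAPI fluorescence read on a plate reader as a viability signal; minus 50 percent equals half of cells still viable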
# * hit, by the source's call.
SMILES,TAG inh,TAG inh DAPI viability
CC1CCCC(C)N1CCCNC(=O)c1ccc2nc(N3CCOCC3)sc2c1 (stereo not drawn),-5,3
CC(C)[C@H](NC(=O)c1ccc(F)cc1)C(=O)OCC(=O)NC(=O)c1cccn1C,-4,2
COc1ccc(CCNC(=O)C(C)c2ccc([N+](=O)[O-])cc2)cc1 (stereo not drawn),-4,-2
O=c1cc(C(Cl)(Cl)Cl)oc2c1ccc1ccccc12,-29,-18
CCOC(=O)c1cc(C#N)c(N2CCOCC2)nc1-c1ccccc1,18,13
Cc1cc(OCC(=O)Nc2nccs2)c2c(C)c(C)c(=O)oc2c1,18,12
COc1ccc(C(=O)N(C)C2CCCCC2)cc1S(=O)(=O)N1CCOCC1,-18,6
O=C(NCCCN1CCCCCC1)C1CC(=O)N(CCc2ccccc2)C1 (stereo not drawn),-4,-4
COc1ccc(C(=O)Nc2ccc(S(=O)(=O)Nc3onc(C)c3C)cc2)cc1OC,-1,9
O=C(Nc1ccc(F)cc1)Nc1nnc(COc2ccccc2F)s1,-19,7
COc1ccc(OC)c(C(=O)NC(CC(N)=O)c2ccc(NCc3ccccn3)c([N+](=O)[O-])c2)c1 (stereo not drawn),-11,-2
O=C(c1cc2ccccc2o1)N1CCN(S(=O)(=O)c2ccc(F)c(F)c2F)CC1,20,-1
CCOC(=O)c1cc2c(=O)n3ccccc3nc2n(CCCOC)c1=NC(=O)c1ccncc1,10,8
COc1ccc(-c2cc(-c3ccc(OC)cc3)[nH]n2)cc1,-29,15
Oc1cccc(-c2ccc3nccn3c2)c1,1,9
O=C(Nc1ccc(Br)cc1)NC1CCCCCCC1,-3,10
O=c1c2cc(NC(=S)NCc3ccccn3)ccc2nc2n1CCCCC2,7,-5
COc1ccccc1N1CCN(C(=O)CCC(=O)N2CCN(c3ccc(F)cc3)CC2)CC1,13,-15
COc1ccccc1C(CNC(=O)c1ccc(OCc2c(C)noc2C)cc1)N1CCCC1 (stereo not drawn),20,-7
Cc1cc(C)c(NC(=S)NCC2CCN(C(C)c3ccccc3)C2)c(C)c1 (stereo not drawn),-14,9
O=C1OCCN/C1=C\C(=O)c1ccc(Cl)cc1,11,-5
COc1ccc(S(=O)(=O)N2CCCCC2)cc1NC(=O)C1COc2ccccc2O1 (stereo not drawn),12,9
COc1cc(C)ccc1OCCOc1c(C)cccc1Cl,-22,13
COc1ccc(Cl)cc1NC(=O)CN(C)C(C)C(=O)NCC1CCCCC1 (stereo not drawn),11,10
Cc1cc(OCc2nc3ccccc3s2)ccc1N,6,-1
# Following part.
SMILES,TAG inh,TAG inh DAPI viability
CN(C)C(=O)c1cn(CCC#N)nc1-c1ccc2ccccc2c1,-6,2
C=CCn1c(SCC(=O)N(CCC)C2CCS(=O)(=O)C2)nnc1-c1ccccc1OC (stereo not drawn),8,-1
O=[N+]([O-])c1ccccc1Oc1ccc(Cl)c2cccnc12,-12,2
CCc1oc2ccccc2c1C(=O)c1cc(Br)c(O)c(Br)c1,-7,3
COc1ccc(C(=O)C2CCCN(C(=O)C3=CCCC3)C2)cc1OC (stereo not drawn),25,-10
Cn1nc(-c2ccccc2F)c2cc(C(=O)Nc3ccc4c(c3)OCCO4)sc21,34,-3
COc1ccc(-c2cc(C(=O)O)[nH]n2)cc1OC,1,-11
O=C(CC1C[C@H](C(=O)N2CCCCC2)[C@@]2(CCc3ccccc3)c3[nH]c4ccccc4c3CCN2C1=O)NCCC1=CCCCC1 (stereo partly drawn),-9,6
COC(=O)c1c(-c2ccccc2)c[nH]c1C,2,-4
CCOc1cc(C2NC(=O)N(C)C(C)=C2[N+](=O)[O-])ccc1OC(C)=O (stereo not drawn),-6,1
COc1ccc(OCC(=O)Nc2cc(S(=O)(=O)N3CCCC3)ccc2OCC(F)(F)F)cc1,13,3
O=C(c1cccc(C(F)(F)F)c1)C1CCCN(Cc2cccn2-c2ccccn2)C1 (stereo not drawn),-14,32
N#Cc1ncc(Cc2ccccc2)nc1C#N,5,-6
CC(C)CCNC(=O)COC(=O)c1cc(Br)c(Br)s1,-11,-9
COc1ccc(N/C(N)=N/c2nc(C)cc(C)n2)cc1,-7,-5
CN(C)C(=S)NC1CCS(=O)(=O)C1 (stereo not drawn),-11,-18
O=C(c1cccn(Cc2cccc(Cl)c2)c1=O)N1CCOCC1,3,1
COc1cc(NC(=O)COc2ccc([N+](=O)[O-])cc2)ccc1NC(=O)c1ccco1,-25,8
CCCCN1CC(COCc2ccccc2)Oc2cccc(Oc3ccc(F)cc3)c2S1(=O)=O (stereo not drawn),-13,1
Cn1c(CN2CCCC2)nc2cc(NC(=O)c3ccc(Cl)cc3)ccc21,5,-7
CCCCNS(=O)(=O)c1ccc(OC)c(C)c1,-13,-11
COc1ccc(C(=O)N(Cc2nc(-c3ccc(C)cc3)no2)C(C)C)cc1OC,13,-7
COC(=O)c1ccc(CSc2ccc3nnc(-c4ccccc4)n3n2)o1,9,0
CCCCN(CC)CCNC(=O)Cn1cnc2sc(C)c(S(=O)(=O)N3CCOCC3)c2c1=O,-1,14
Cc1ccccc1NC(=O)Cn1nnc2ccccc21,-7,-4
# (cont.)
SMILES,TAG inh,TAG inh DAPI viability
Cc1nnc(NC(=O)c2ccc(N3CCCC3=O)cc2)s1,-1,0
Cc1ccc(S(=O)(=O)NCCSc2ncccn2)cc1,-3,-5
CCOC(=O)Nc1cc(NC(=O)OCC)ncn1,-3,4
Cc1ccc(-c2nc(COC(=O)c3c(C)noc3C)cs2)cc1,-29,8
CCCn1c(SCC(=O)Nc2cccc(S(=O)(=O)N3CCCC3)c2)n[nH]c1=O,-11,11
Nc1nnc(SCC(=O)NC2CCCCC2)n1-c1ccccc1,-16,14
COC(=O)c1ccc(NC(=O)COc2coc(CN3CCc4ccccc43)cc2=O)cc1,-10,3
CCN(C(=O)COC(=O)C1=COCCO1)c1ccccc1,-4,3
NC(=O)c1ccc(NCc2ccco2)c([N+](=O)[O-])c1,-4,-3
CCOC(=O)Oc1ccc2oc(=O)cc(C)c2c1,9,4
COc1ccc(CCN2CC3=C(C2=O)C(c2ccccc2)NC(=O)N3C)cc1OC (stereo not drawn),24,-9
Cc1cc(C)nc(-n2nc(C)c3c(C(F)(F)F)cc(=O)[nH]c32)n1,16,-8
Cc1ccc(-n2cc(CNCCc3ncc(C)[nH]3)c(-c3ccc(F)cc3)n2)cc1,21,10
O=C(O)c1c2c(nc3ccc(S(=O)(=O)N4CCC(C(=O)NC5CCCC5)CC4)cc13)CCCCC2,-5,1
CCN(CCNC(=O)C1CCCN(S(=O)(=O)c2cnc[nH]2)C1)c1ccccc1 (stereo not drawn),3,-3
CCc1ccccc1Nc1nc2ccccc2[nH]1,10,-2
C/C(CCc1ccc2c(c1)OCO2)=N\N=C1\NC(=O)CC(C(=O)Nc2ccccc2F)S1 (stereo not drawn),-19,-7
Cc1ccc(OC(=O)c2ccc(C)c(C)c2)cn1,7,0
CCOC(=O)C1CCN(Cc2ccc(N(C)C)cc2)CC1,10,5
COc1ccc(NC(=O)CS(=O)c2ccc(Br)cc2)cc1 (stereo not drawn),-10,14
CC1(c2ccc3c(c2)OCCO3)NC(=O)N(CC(=O)Nc2ccccc2SCC#N)C1=O (stereo not drawn),17,-13
O=CNCCc1nc2ccccc2n1CCc1ccccc1,5,-16
Cc1cc(C)n2cc(CSc3ncn[nH]3)nc2n1,6,1
COC(=O)/C(=N/Nc1ccccc1OC)N1CCCc2ccccc21,-2,-5
COc1ccc(/C=C/c2c(-c3ccc(OC)cc3)sc3ccc(N4CCOCC4)cc23)cc1,31,71
# New compounds follow
SMILES,TAG inh,TAG inh DAPI viability
CC1(C(=O)NS(=O)(=O)c2ccccc2C(F)(F)F)CCN1C(=O)CCC1CCCC1 (stereo not drawn),-11,15
Cn1c(SCCS(=O)(=O)c2ccc(Cl)cc2)nnc1-c1ccccc1,-23,0
COc1c(C)cc(Br)cc1C(=O)Nc1cccc(-c2nc3ncccc3o2)c1,11,4
COc1ccc(-c2ccccc2NC(=O)C2CCCN(Cc3ccco3)C2)cc1 (stereo not drawn),-6,4
COc1ccc(CCNC2CC(=O)N(C3CCCCC3)C2=O)cc1OC (stereo not drawn),6,-8
Cc1cc(=O)oc2cc(NC(=O)c3cc(F)ccc3F)ccc12,-18,29
CCN1CCN(c2cc3nc(C)n(Cc4ccccc4)c(=O)c3cc2NC(=O)c2ccccc2F)CC1,33,5
COc1ccc(CN(CC2CCCO2)C(=O)c2cc3ccccc3oc2=O)cc1 (stereo not drawn),-3,-17
Nn1c(SCc2ccc(Br)cc2)nnc1-c1ccncc1,-4,3
CCOc1cc(/C=C2\SC(=S)N(C(C(=O)O)c3ccccc3)C2=O)ccc1O (stereo not drawn),-1,-1
COc1cccc(N=CNc2cccc(OC)c2)c1,-25,9
CCN(CC)CCN(C(=O)c1ccc(Br)s1)c1nc2cc3c(cc2s1)OCO3,5,1
CCOc1ccc(OCCC(=O)N2CCN(S(=O)(=O)c3ccc(OCC)cc3)CC2)cc1,-12,5
O=C1NN(c2ccccc2)C(=O)/C1=C\c1cccc(OC(=O)c2cccs2)c1,-16,5
CC1CCCCN1C(=O)Cn1c(=O)n(C2CCCCC2)c(=O)c2ccccc21 (stereo not drawn),-10,3
COc1cc(CCC(=O)OCC(=O)Nc2ccccc2OC(F)F)cc(OC)c1OC,8,-8
CCCCC(=O)N(C)c1c(CC)nc2c(OCc3ccc(C(F)(F)F)cc3)cccn12,-5,-3
CC1(C)CC(=O)C(C=NCCN2CCN(CCCCS(=O)(=O)O)CC2)=C(O)C1,5,-8
COC(=O)c1ccc(COc2ccc(/C=N/O)cc2)o1,-13,3
COc1ccc(NC(=O)Nc2cc(C)ccn2)cc1,-6,2
O=S(=O)(c1ccc2ccccc2c1)N(CC1CO1)c1ccccc1 (stereo not drawn),-3,-5
C[C@H]1CN([C@@H](C)CO)C(=O)Cc2cc(NC(=O)Cn3cnnn3)ccc2O[C@H]1CN(C)Cc1ccncc1,0,2
C=CCn1c(-c2cc(OC)cc(OC)c2)n[nH]c1=S,-5,-7
CCCCNC(=O)C1(C)CCCCN1C(=O)c1cc2ccccc2s1 (stereo not drawn),-21,-11
CCOc1ccc2oc(=O)cc(C)c2c1,-11,4
# (list continues)
SMILES,TAG inh,TAG inh DAPI viability
CC(C)C(=O)Nc1sc2c(c1C#N)CCCCC2,-3,-6
O=C(CC1C(=O)NCCN1Cc1c(F)cccc1Cl)NCCc1ccccn1 (stereo not drawn),-9,8
O=C1CC(N2CCC(O)(c3ccc(Cl)cc3)CC2)C(=O)N1Cc1ccc(N2CCCC2=O)cc1 (stereo not drawn),-7,-4
CCOc1cc(N2CCOCC2)c(OCC)cc1NC(=O)c1ccco1,4,-6
COc1ccccc1NC(=O)c1ccc(NC(=O)CN2CCCCC2)cc1,-1,5
COCCCn1c2nc3ccccc3nc2c2c(=O)n(CC3CCCO3)cnc21 (stereo not drawn),7,12
Cc1ccc2c(c1)NC(=O)C(CC(=O)NCCCN1CCCC1)O2 (stereo not drawn),4,-3
COc1ccccc1-c1cnc2c(c1)C(=O)N([C@@H](C)CO)C[C@H](C)[C@H](CN(C)C)O2,-2,-4
Cn1ncc(C(N)=O)c1NC(=S)NC(=O)c1ccc(Br)o1,5,-8
CCOC(=O)C1=C(CN2CC(C)CC(C)C2)NC(=O)NC1c1ccc2c(c1)OCO2 (stereo not drawn),-5,8
CC(=O)Cc1nsc(NC(=O)c2ccc(-c3cccc(C(F)(F)F)c3)o2)n1,-2,8
Oc1cc(NCc2ccc(F)cc2)cc2cccnc12,40,-50

# Not all compounds are listed, so the mix of outcomes need not match the whole.
